# From PubChem
# TGFb inhibitor = blocks TGF-b signaling | HepG2 CAGA-GFP TGF-b/SMAD3 reporter, GFP fluorescence, 18 h; TGF-beta stimulated, 500 pg/mL final | hit rate 1.2% among 410,000 | Potency, µM (titrated, usually from 46.1 µM), for the others: at the highest dose activity, negative = inhibition, hits mostly inhibitors; also: potency is read from the fitted curve at half-maximal effect; % is scaled to controls: 0 for no effect and ±100 for the full control effect; nearly all actives have a fitted effect of over 65% in size
#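 Per well, imaged GFP fluorescence of HEPG2 CAGA-GFP cells gives the signal; cells get compound, then TGF-beta (500 pg/mL final), 18 h at 37 degrees C; %Activity versus -TGF-beta and +DMSO controls.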
# Akt phos inh = inhibitors of Akt phosphorylation | activity change, % for hits at 50 µM | hit rate 0.32% among 360,000 | Neuro2A IGF-stimulated pAkt S473 HTRF, 20 min; hits give low values; in the data active = activity change below about -80%; inconclusive = mostly about -51% to -80%; also: % is scaled to controls: 0 for no effect and ±100 for the full control effect
#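 Neuro2A cells in DMEM with 0.5% FBS, overnight at 37 deg C, given compound at single 50 µM final, then IGF (6 nM final) for 20 min at 37 deg C. Lysed; phospho-Akt Ser473 by HTRF after 24 h, 665/615 ratio.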
# EPAC2 ag = agonists of human EPAC2 (RAPGEF4); Q8WZA2; EPAC2 activation, biochemical qHTS; response scale: 100% = 6.5 mM cAMP response; Potency, µM (top dose mostly 154 µM), for the others: at the highest dose activation, actives largely listed as activators; hit rate 0.079% among 360,000; also: potency is read from the fitted curve at half-maximal effect; nearly all actives have a fitted effect of over 50% in size
# Target sequence (Q8WZA2 whole entry, looked up): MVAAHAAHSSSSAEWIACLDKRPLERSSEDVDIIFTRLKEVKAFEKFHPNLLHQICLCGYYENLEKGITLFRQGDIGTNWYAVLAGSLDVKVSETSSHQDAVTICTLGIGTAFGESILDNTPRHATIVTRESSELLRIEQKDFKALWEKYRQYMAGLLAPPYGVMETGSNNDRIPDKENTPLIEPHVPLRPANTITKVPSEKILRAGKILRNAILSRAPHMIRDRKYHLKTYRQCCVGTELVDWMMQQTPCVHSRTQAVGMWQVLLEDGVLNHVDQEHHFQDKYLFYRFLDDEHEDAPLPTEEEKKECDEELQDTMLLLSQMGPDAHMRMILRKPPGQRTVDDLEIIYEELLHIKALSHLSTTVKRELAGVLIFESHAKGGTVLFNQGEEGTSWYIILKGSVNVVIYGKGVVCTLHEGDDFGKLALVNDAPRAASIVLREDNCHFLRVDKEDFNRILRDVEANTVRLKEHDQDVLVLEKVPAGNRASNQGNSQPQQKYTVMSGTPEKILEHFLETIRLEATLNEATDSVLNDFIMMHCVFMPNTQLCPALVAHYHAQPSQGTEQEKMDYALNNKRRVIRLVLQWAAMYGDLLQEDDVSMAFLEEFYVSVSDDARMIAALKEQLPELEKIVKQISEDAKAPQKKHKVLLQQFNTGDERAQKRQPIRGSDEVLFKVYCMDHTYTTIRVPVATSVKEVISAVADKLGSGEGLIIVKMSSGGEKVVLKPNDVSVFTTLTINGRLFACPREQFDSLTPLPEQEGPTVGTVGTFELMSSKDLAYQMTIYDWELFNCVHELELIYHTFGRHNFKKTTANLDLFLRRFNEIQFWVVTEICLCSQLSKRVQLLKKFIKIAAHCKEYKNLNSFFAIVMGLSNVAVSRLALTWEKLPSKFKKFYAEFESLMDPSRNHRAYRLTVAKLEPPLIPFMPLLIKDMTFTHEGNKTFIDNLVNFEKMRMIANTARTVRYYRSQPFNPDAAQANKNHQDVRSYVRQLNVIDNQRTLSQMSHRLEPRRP
#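 Fluorescence exchange assay: 100 nM EPAC2 with 250 nM RAP1B-BODIPY-GDP and 50 uM GDP; compounds tested as a concentration-titration series (qHTS). Loss of Rap1-bound BODIPY-GDP fluorescence read at 480/540 nm; data normalized to 6.5 mM cAMP.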
# EPAC2 antagonist = blocks human EPAC2 exchange factor. Q8WZA2. EPAC2 GEF exchange of Rap1B-BODIPY-GDP, fluorescence. Potency, µM (highest dose often 114 µM), for the others: at the top dose activity, negative = inhibition, actives largely listed as inhibitors. hit rate 0.18% among 360,000; also: potency is read from the fitted curve at half-maximal effect; % is scaled to controls: 0 for no effect and ±100 for the full control effect; nearly all actives have a fitted effect of over 45% in size; many of its hits are not listed in these tables
# A549 tox = A549 cytotoxicity, counter-screen for Nrf2 inhibitors; A549 ARE-Fluc cells, CellTiter-Fluor viability, 18-24 h; Potency, µM (doses to about 46 µM), inactives show at the highest dose activity change, negative = cytotoxicity, usual class: inhibitors; hit rate 0.16% among 390,000; AID 504648; also: potency is read from the fitted curve at half-maximal effect; % is scaled to controls: 0 for no effect and ±100 for the full control effect
#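 A549 ARE_Fluc cells in 5% FBS OPTI-MEM were exposed to compounds in concentration-response for 18-24 h at 37 deg C. Viability was read by CellTiter-Fluor fluorescence (Ex 405/Em 525) after 30 min, before the luciferase read.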
# Nrf2 activator = Nrf2 pathway activation | AREc32 ARE-luciferase reporter (MCF7-derived line), luminescence, 24 h | Potency, µM (titrated, usually from 46.1 µM), for the others: at the top dose activation, usual class: activators | hit rate 0.31% among 410,000 | AID 624171; also: potency is read from the fitted curve at half-maximal effect; % of control where 0% means no effect; nearly all actives have a fitted effect of over 65% in size
#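 AREc32 cells carrying an ARE-driven firefly luciferase, 1000 cells/well in OPTI-MEM with 5% FBS, dosed after overnight attachment and incubated 24 hr at 37 deg C. Steady-Glo luminescence read after 30 min at RT.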
# Nrf2 inh = inhibitors of Nrf2 signaling | Potency, µM (doses to about 46 µM), for the others: at the top dose activity change, negative = inhibition, actives largely listed as inhibitors | hit rate 2.1% among 360,000 | A549 ARE-Fluc reporter, luciferase luminescence, 18-24 h; also: potency is read from the fitted curve at half-maximal effect; % is scaled to controls: 0 for no effect and ±100 for the full control effect; nearly all actives have a fitted effect of over 60% in size
#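 Nrf2 activity is the BugLite luminescence, read 15 min after reagent at room temperature, following CellTiter-Fluor cytotoxicity readout (30 min, 37C). Compound titrations were applied for 18-24 h to 5000 A549 ARE_Fluc cells/well in 5% FBS OPTI-MEM.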
# Mm-Cpn inhibitor = blocks the Methanococcus maripaludis chaperonin Mm-Cpn | purified Mm-Cpn ATPase, ADP Transcreener TR-FRET | Potency, µM (series often up to 76.9 µM), without a hit: top-dose activity, negative = inhibition, most hits filed as inhibitors | hit rate 0.031% among 330,000 | AID 504842; also: potency is read from the fitted curve at half-maximal effect; % is scaled to controls: 0 for no effect and ±100 for the full control effect; nearly all actives have a fitted effect of over 80% in size
#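 ATPase turnover read by TR-FRET ADP competition (Eu cryptate antibody/ADP-d2, 665/590 nm): 10uM ATP final, 25nM Mm-CPN final, 30 min 37degC after 10-min compound preincubation, pH 7.4 Tris/KCl/MgCl2/DTT buffer.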
# CCT chaperon mod = modulators of cytosolic chaperonin (CCT/TRiC) activity. activity change, % (test concentration not listed), hits read low. hit rate 0.3% among 360,000. purified chaperonin ATPase assay, HTRF ADP detection, 30 min. AID 651819; in the data active = activity change below about -30%; also: % is scaled to controls: 0 for no effect and ±100 for the full control effect
#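 TRiC at 40 or 20 nM final (batch-dependent) in 30 mM Tris pH 7.4, 100 mM KCl, 5 mM MgCl2, 1 mM DTT, with compound at single 76 uM and 10 uM ATP, 30 min at 37 deg C. ADP detected by HTRF Transcreener, 665/615 ratio.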
# * marks the source's active call; other numbers are inactive results; i = inactive; ? = inconclusive; nt = no result given; & = joins results of further samples; [ ] = dose if it differs, or a comment. Unless noted, calls follow the shape of the dose curve; as a rule, active = well fitted curve in the direction sought with a large enough effect; inconclusive = small, poorly fitted or top-dose-only effect, or another doubt; inactive = no such curve, though single readings can be large; an effect the other way counts as inactive or inconclusive. Only part of the results is shown; the hit share may differ from the screen's.
SMILES,TGFb inhibitor,Akt phos inh,EPAC2 ag,EPAC2 antagonist,A549 tox,Nrf2 activator,Nrf2 inh,Mm-Cpn inhibitor,CCT chaperon mod
Cc1cc(Cl)ccc1C(=O)C1CCCN(C(=O)c2cscn2)C1 (centres undefined),1%,i,-1%,4%,0%,-0.3%,-8%,-2%,-2.0
CCN1CCC(N2CCN(c3ccccc3OC)CC2)CC1,1%,i,-1%,-1%,-13%,-0.5%,3%,-1%,-25
O=C(Cc1cccs1)Nc1ccc(F)c(S(=O)(=O)N2CCOCC2)c1,5%,i,11%,8%,9%,-0.3%,-4%,2%,0.3
CCC(C)(C)C1CCC2(CC1)NC(=O)N(CC(=O)N1CCN(C(=O)c3ccco3)CC1)C2=O (centres undefined),-2%,i,-6%,5%,3%,-1.0%,-18%,1%,0.3
Cc1ccc(S(=O)(=O)N(C)CC(=O)Nc2ccc3c(c2)OCO3)cc1,-2%,i,12%,-1%,-6%,-0.3%,-14%,-2%,0.9
Cc1ccc(Cl)cc1NC(=O)C1CCCN(S(=O)(=O)c2cccc3cccnc23)C1 (centres undefined),-23%,nt,nt,nt,-6%,27%,7%,nt,nt
O=C(COc1ccccc1)Nc1ccccc1N1CCCCC1,-7%,i,7%,-7%,10%,0.6%,-7%,0%,-3.3
O=C(CSc1nnc(Cn2nnc(-c3ccccc3)n2)n1-c1ccccc1)Nc1ccccc1,1%,i,2%,-6%,3%,0.2%,-9%,-1%,0.5
CCOC(=O)C(=CNc1cc(C)nn1C(C)(C)C)C(=O)OCC,-13%,i,1%,10%,1%,2.6%,-4%,-1%,-0.5
COc1ccc(NC(=O)Nc2nnc(Cc3ccccc3)s2)cc1,3%,i,4%,15%,4%,-0.1%,2%,6%,-1.3

# An excerpt of these results, as labelled records.
O=C(CSc1nnc(Cn2nnc(-c3ccccc3)n2)n1-c1ccccc1)Nc1ccccc1
  TGFb inhibitor: 1% | Akt phos inh: i | EPAC2 ag: 2% | EPAC2 antagonist: -6% | A549 tox: 3% | Nrf2 activator: 0.2% | Nrf2 inh: -9% | Mm-Cpn inhibitor: -1% | CCT chaperon mod: 0.5
CCOC(=O)C(=CNc1cc(C)nn1C(C)(C)C)C(=O)OCC
  TGFb inhibitor: -13% | Akt phos inh: i | EPAC2 ag: 1% | EPAC2 antagonist: 10% | A549 tox: 1% | Nrf2 activator: 2.6% | Nrf2 inh: -4% | Mm-Cpn inhibitor: -1% | CCT chaperon mod: -0.5

# Back to the main list, repeating the 2 entries before the break.
SMILES,TGFb inhibitor,Akt phos inh,EPAC2 ag,EPAC2 antagonist,A549 tox,Nrf2 activator,Nrf2 inh,Mm-Cpn inhibitor,CCT chaperon mod
CCOC(=O)C(=CNc1cc(C)nn1C(C)(C)C)C(=O)OCC,-13%,i,1%,10%,1%,2.6%,-4%,-1%,-0.5
COc1ccc(NC(=O)Nc2nnc(Cc3ccccc3)s2)cc1,3%,i,4%,15%,4%,-0.1%,2%,6%,-1.3
O=C(NCC(O)c1ccccc1)c1cccs1 (centres undefined),7%,i,6%,5%,1%,-0.7%,?,1%,3.8
CCOCCc1nn2c(=O)cc(COC(=O)COc3ccc(C)c(C)c3)nc2s1,21%,nt,nt,nt,-4%,-0.8%,?,nt,nt
Cc1cccc([C@H]2[C@@H]3C=CCC[C@@H]3C(=O)N2Cc2ccccc2)c1,?,i,8%,?,-4%,4.7%,3%,4%,-0.2
CCN(CC)c1nn2c(=O)c(C(=O)NCc3cccc(OC)c3OC)cnc2s1,-11%,nt,nt,nt,0%,0.7%,-16%,nt,nt
CCOC(=O)C(Cc1ccc(Cl)cc1Cl)c1ccno1 (centres undefined),3%,i,13%,?,7%,-0.4%,4%,-1%,0.4
COc1ccccc1N1CCN(C(=O)CN2C(=O)c3ccccc3S2(=O)=O)CC1,-7%,i,-2%,14%,-2%,-0.2%,?,0%,-2.6
Cn1c(=O)c(C(=O)NNC(=O)c2ccccc2F)c(O)c2ccccc21,?,i,-2%,19%,-11%,?,?,0%,0.3
CCOC(=O)c1[nH]c(C)c(C(=O)OCc2c(C)noc2C)c1C,4%,i,-5%,14%,3%,3.0%,?,0%,1.6
O=C(Nc1ccccc1)C1Cc2c(-c3ccc(Cl)cc3)ccnc2O1 (centres undefined),-14%,i,10%,-19%,nt,0.5%,nt,nt,0.9
Cc1cc(C)n2nc(C(=O)OC(C)C(=O)c3cc(C)c(C)cc3C)nc2n1 (centres undefined),17%,i,-4%,-6%,-9%,-0.6%,16%,-6%,-1.0
Fc1ccccc1CNc1ccc(Cl)cc1,3%,i,11%,-10%,1%,1.9%,-11%,-1%,-0.6
C/C(=N\O)c1cc(Cl)ccc1O,2%,i,10%,2%,19%,0.4%,11%,3%,-0.6
O=C1CCCC2=C1C1(CCCCC1)N=C(Nc1nc3ccccc3o1)N2,12%,i,15%,-8%,8%&-17%,0.5%,?,-3%,-2.3
CCOc1ccc2nc(N3CCCC(C(=O)NCC4CCCO4)C3)sc2c1 (centres undefined),-14%,i,5%,1%,0%,0.3%,?,-1%,0.0
O=[N+]([O-])c1cccnc1-n1cnc2ccccc21,-18%,i,6%,-8%,-10%,-0.3%,-23%,-1%,1.0
Cn1nccc1C(=O)Nc1cccc(S(=O)(=O)N2CCOCC2)c1,4%,i,11%,0%,3%,-0.7%,-20%,-2%,0.6
CNc1nc(-c2ccccn2)nnc1-c1ccccc1,-13%,i,4%,-1%,?,2.6%,11µM*,3%,-1.7
O=C(c1cnc2ccc3ccccc3c2c1)c1cc(F)ccc1O,?,i,10%,-4%,-10%,4.2%,0%,0%,-0.9
COc1ccccc1NC(=O)CSc1nc2ccccc2c(=O)n1C,-11%,i,10%,-9%,0%,5.7%,?,1%,0.6
COc1ccc(OC)c(NC(=O)Nc2nnc([C@@H]3O[C@H](CO)[C@@H](O)[C@H]3O)s2)c1,0%,i,-3%,8%,nt,0.5%,nt,nt,-0.1
CC1CCCC(NC(=O)CSc2cccc[n+]2[O-])C1C (centres undefined),-3%,i,14%,12%,5%,-0.3%,2%,-4%,-0.7
CC(=O)N1CCN(C(=O)c2ccc(NS(=O)(=O)c3ccc(Cl)c(Cl)c3)cc2)CC1,?,i,-3%,4%,1%,0.1%,5%,nt,-0.7
CC(C)CN(C(=O)CN1CCN(c2ccc([N+](=O)[O-])cc2)CC1)c1c(N)n(CC(C)C)c(=O)[nH]c1=O,6%,i,-9%,0%,-1%,0.0%,3%,-4%,0.5
Cc1cccc(C)c1NC(=O)Cn1nnc(-c2ccc(CN3CCC(C)CC3)cc2)n1,-3%,i,-6%,10%,?,0.0%,?,0%,-1.7
COc1ccc(COC(=O)C2CC(=O)N(Cc3ccccc3)C2)cc1 (centres undefined),-16%,i,6%,-1%,-18%,-0.9%,-7%,-5%,-1.1
O=C(O)CC/C(=C\c1ccccc1[N+](=O)[O-])c1nc2ccccc2s1,-13%,i,6%,7%,1%,0.6%,-4%,0%,-6.5
Cc1cc(C(=O)OCC(=O)NC2CCCC2)c2ccccc2n1,6%,i,7%,-2%,2%,-0.1%,-2%,1%,-6.0
Cn1c(=O)n(CCN2CCOCC2)c(=O)c2c1nc1n2CCN1c1ccc(Oc2ccccc2)cc1,0%,i,1%,10%,-4%,-0.1%,13%,1%,-0.4
CCCNC(=O)C1(C)CCN(C(=O)c2oc3ccccc3c2C)C1 (centres undefined),1%,i,0%,7%,nt,-0.6%,nt,nt,-0.2
Cc1cccc(-c2noc(C3CCCCC3)n2)c1,-2%,i,14%,-3%,?,0.5%,?,nt,-2.7
C=CCCCOc1ccc(C(=O)O)cc1,-9%,i,-1%,5%,0%[1.84 µM],-0.2%,-10%,1%,-2.4
O=C1CSc2ccc(C(=O)Nc3cccc(S(=O)(=O)Nc4ccc(Br)cc4)c3)cc2N1,13µM*,i,-11%,-8%[57.1 µM],-19%,-0.7%,?,-7%,2.7
COc1ccccc1CNC(=O)c1ccncc1,18%,i,-2%,-5%,-2%,-0.3%,10%,2%,0.5
COC(=O)C1=C(C)N(CCc2ccccc2)C(=O)C1(NS(=O)(=O)c1ccc(NC(C)=O)cc1)C(F)(F)F (centres undefined),-15%,i,7%,-1%,-12%,-0.3%,15%,?,-0.4
CC(C)Cc1nn2c(=O)cc(COC(=O)CNC(=O)c3ccc(C(C)(C)C)cc3)nc2s1,-1%,nt,nt,nt,-3%,7.7%,?,nt,nt
O=C1C2C3C=CC(CC3)C2C(=O)N1/N=C/c1ccccc1O (centres undefined),0%,i,10%,-4%,0%,-0.1%,?,-1%,-1.0
COc1ccc(-c2nc(CSCC(=O)NC3CCCC3)c(C)o2)cc1OC,-9%,i,7%,-1%,5%,0.3%,-26%,-1%,-2.1
COc1cccc2sc3cc(NCc4ccc(C)o4)ccc3c(=O)c12,?,i,15%,13%,-2%,12%,2%,-21%,0.1
COc1ccc(NC(=O)CSc2nc(C)cc(C)n2)c([N+](=O)[O-])c1,4%,i,2%,2%,-8%,-0.7%,?,2%,2.5
Cc1cccc(C(=O)NNC(=O)c2n[nH]c(=O)c3ccccc23)c1C,6%,i,-1%,1%,2%,2.5%,?,1%,0.4
S=C(Nc1cccnc1)NC1CCCC1,-5%,i,14%,-9%,5%,-0.7%,2%,-3%,-2.7

# Limited to Akt phos inh, for three of the compounds above:
mol,Akt phos inh
Fc1ccccc1CNc1ccc(Cl)cc1,i
C/C(=N\O)c1cc(Cl)ccc1O,i
O=C1CCCC2=C1C1(CCCCC1)N=C(Nc1nc3ccccc3o1)N2,i
